Bioassay records as filed in PubChem.
UPR CHOP act = apoptotic UPR (CHOP) activation. activation, % at 10 µM. CHO-CHOP luciferase reporter, luminescence; percent of tunicamycin response over DMSO baseline. 330,000 compounds, 0.34% hits. AID 449763;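 active = at 10 µM dose, activation of 40% or more, normalized to positive control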;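 note: 100% = tunicamycin at 10 µg/mL and 0% = DMSO alone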
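Material: CHO-CHOP cells, stable luciferase reporter of PERK-eIF2a-CHOP signalling; quantity: 500 reporter cells seeded per well; buffer or medium: F12 medium containing 10% fetal bovine serum; compound: one dose, 10 µM in 0.5% DMSO; incubation: 6 h compound treatment, 37 °C; measured by: Steady-Glo luciferase luminescence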
EBI2 block = blocks human EBI2 receptor beta-arrestin signaling. 360,000 compounds, 0.81% hits. inhibition, % at 5 µM. EBI2 beta-arrestin recruitment, luminescence, 7a,25-OHC stimulated. P32249; in the data active = inhibition above about 38%;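 note: enzyme fragment complementation signal reports receptor beta-arrestin coupling in cells; 0% = agonist plus DMSO wells and 100% = wells without agonist; some results beyond the cut were filed as inactive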
Target sequence (P32249 whole entry, looked up, the tested form may be a part): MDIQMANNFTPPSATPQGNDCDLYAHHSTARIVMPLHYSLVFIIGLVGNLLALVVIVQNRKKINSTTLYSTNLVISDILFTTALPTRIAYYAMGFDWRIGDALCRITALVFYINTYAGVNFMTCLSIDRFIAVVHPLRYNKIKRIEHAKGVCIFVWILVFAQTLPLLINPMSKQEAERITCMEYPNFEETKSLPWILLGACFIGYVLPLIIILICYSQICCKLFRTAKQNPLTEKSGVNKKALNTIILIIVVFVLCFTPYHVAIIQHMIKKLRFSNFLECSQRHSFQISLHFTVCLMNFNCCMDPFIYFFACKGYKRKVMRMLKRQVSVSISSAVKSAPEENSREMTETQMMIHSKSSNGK
Jurkat NFkB inh = inhibitors of the PMA/ionomycin-induced NF-kB reporter in Jurkat cells; inhibition, % at 4 µM; 330,000 compounds, 0.53% hits; PMA/ionomycin-induced NF-kB luciferase reporter, luminescence; AID 435003; in the data active = inhibition above about 50%
XBP1 UPR activ = activators of adaptive arm of unfolded protein response (XBP1) | activation, % at 20 µM | AID 463104 | CHO-XBP1 luciferase reporter, IRE1-XBP1 UPR activation, luminescence; percent of tunicamycin response, DMSO as zero | 330,000 compounds, 0.33% hits;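 active = versus positive control, 20 µM dose yields 30% or more activation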;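 note: 100% = tunicamycin at 10 µg/mL and 0% = DMSO only wells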
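Signal: luciferase luminescence; Assay system: CHO-XBP1 luciferase reporter cells; Amount: one thousand reporter cells per well; Dosing: 20 µM single concentration, DMSO 1%; Benchmarks: high control tunicamycin 10 µg/mL final, low control DMSO vehicle only; Schedule: 6 h compound exposure at 37 °C, 5% CO2; Evaluation: percent activation relative to tunicamycin reference.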
CXCR6 block = inhibitors of human CXCR6 receptor | O00574 | CHO-K1 PathHunter CXCR6 beta-arrestin, luminescence | inhibition, % at 20 µM | 360,000 compounds, 0.36% hits | AID 602244; in the data active = inhibition above about 34%, passing the limit was not always enough;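 note: antagonist mode with CXCL16 agonist at 10 nM final; 0% = 10 nM CXCL16 with DMSO and 100% = unstimulated wells without agonist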
Target sequence (O00574 whole entry, looked up): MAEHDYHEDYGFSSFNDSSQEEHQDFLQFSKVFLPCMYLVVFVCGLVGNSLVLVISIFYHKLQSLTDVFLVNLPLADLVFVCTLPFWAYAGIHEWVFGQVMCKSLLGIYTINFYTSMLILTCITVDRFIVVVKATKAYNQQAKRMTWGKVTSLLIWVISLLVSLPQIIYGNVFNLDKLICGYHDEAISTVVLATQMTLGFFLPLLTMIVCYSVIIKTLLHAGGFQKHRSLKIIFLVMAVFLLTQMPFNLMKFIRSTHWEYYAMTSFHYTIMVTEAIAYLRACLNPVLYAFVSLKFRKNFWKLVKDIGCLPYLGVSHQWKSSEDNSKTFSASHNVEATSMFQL
697 NFkB inh = inhibitors of the PMA/ionomycin-induced NF-kB reporter in 697 B cells; inhibition, % at 4 µM; 697 B-cell NF-kB luciferase reporter, 16 h; 330,000 compounds, 0.33% hits; AID 435022; in the data active = inhibition above about 35%
CCR6 antagonist = blocks CCL20-driven beta-arrestin recruitment at human CCR6 | P51684 | CHO-K1 CCR6 PathHunter beta-arrestin, luminescence, CCL20-stimulated | inhibition, % at 20 µM | 340,000 compounds, 0.49% hits | AID 493098;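 active = compounds whose inhibition of the agonist-driven luminescence signal at 20 µM reaches about 50%, limit read from the data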;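 note: cells stimulated with CCL20 at 14 nM final; plate controls were DMSO with CCL20 for no effect and DMSO without agonist for full effect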
Target sequence (P51684 whole entry, looked up): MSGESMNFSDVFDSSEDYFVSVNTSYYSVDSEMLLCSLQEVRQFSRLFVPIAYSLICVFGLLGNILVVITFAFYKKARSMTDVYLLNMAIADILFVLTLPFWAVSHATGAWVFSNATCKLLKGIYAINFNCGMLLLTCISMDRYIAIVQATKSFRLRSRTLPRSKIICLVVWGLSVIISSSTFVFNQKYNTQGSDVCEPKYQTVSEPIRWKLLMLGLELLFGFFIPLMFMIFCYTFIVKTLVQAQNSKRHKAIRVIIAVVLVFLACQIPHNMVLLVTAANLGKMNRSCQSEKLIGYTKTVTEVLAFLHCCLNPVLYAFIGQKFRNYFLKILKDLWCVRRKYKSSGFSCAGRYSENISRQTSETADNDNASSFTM
Mdm2-MdmX inh = inhibitors of human Mdm2/MdmX interaction; O15151+Q00987; SaOS-2 split-luciferase Mdm2/MdmX complementation, luminescence; inhibition, % at 8 µM; 330,000 compounds, 3% hits;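 active = inhibition of at least 50% at 8 µM in the primary screen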
Gli-Sufu block = blocks Gli-Sufu signaling in a luciferase reporter. Sufu-KO-LIGHT fibroblasts, Gli luciferase reporter luminescence. inhibition, % at 5 µM. 340,000 compounds, 0.74% hits. AID 588413;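 active = inhibition above about 55%, limit read from the data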;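 note: 0% = DMSO-treated cells and 100% = wells with medium but no cells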
* = called active by the depositor; x = no result given. Rows were taken by chance. Share with any hit: about 5%.

SMILES	UPR CHOP act	EBI2 block	Jurkat NFkB inh	XBP1 UPR activ	CXCR6 block	697 NFkB inh	CCR6 antagonist	Mdm2-MdmX inh	Gli-Sufu block
COc1ccc(C(=O)Nc2nc(N)n(-c3ccccc3)n2)cc1OC	1.3	2	14	-3	7	17	-3	9	2
COC(=O)C1(CCSC)NC(c2ccc(O)cc2)C2C(=O)N(c3ccc(F)cc3)C(=O)C21 (stereo unspecified)	2.4	-18	-13	-4	3	0	1	23	4
COc1ccc(-c2nnc(SC)nc2-c2ccc(OC)c([N+](=O)[O-])c2)cc1[N+](=O)[O-]	-1.9	9	-3	1	18	-8	20	9	-15
CC(C)CC(CC(C)C)=NNC(=O)c1ccc2c(c1)OCO2	0.1	-3	7	-2	-3	22	-5	4	12
N#Cc1c(/N=C/C=C/c2ccccc2)sc2c1CCCC2	7.0	-6	-1	2	4	11	-1	-14	-20
O=C(Cn1cnc(S(=O)(=O)N2CCCC2)c1)Nc1ccc(OC(F)(F)F)cc1	-0.2	-7	-9	-3	-4	-18	18	5	-8
Cc1cccc(CN2C(=O)c3ccccc3Sc3ccc(C(=O)NCCN4CCOCC4)cc32)c1	-2.0	1	0	0	4	24	7	1	-8
CN1C[C@@H]2C[C@@H](c3cccn3-c3nccs3)N3CCC[C@@]23C1=O	13	-2	6	-2	6	14	-4	25	28
Cc1c(NC2=C(Cl)C(=O)N(c3ccccc3)C2=O)c(=O)n(-c2ccccc2)n1C	2.0	-4	5	-3	8	2	-8	27	4
COc1ccc(/C=C(\C#N)C(=O)NC(C)c2ccccc2)cc1O (stereo unspecified)	4.8	20	4	-6	-12	-11	13	-10	-3
CC1(C)CC(=O)C(C=Nc2ccc(NC3=C(C#N)C(=O)CC(C)(C)C3)cc2)=C(O)C1	0.2	1	-10	2	4	14	9	13	1
c1nc(N2CCC3(CC2)OCCO3)c2[nH]cnc2n1	0.1	3	3	0	-6	5	19	-18	0
O=C(O)CC1(CC(=O)NCc2ccc(C(F)(F)F)cc2)CCCCC1	-1.2	-2	4	0	2	10	4	-2	1
Cc1nn(C)c(Cl)c1CN1CCC(CO)(CC2CCCCO2)CC1 (stereo unspecified)	0.3	2	-14	-3	-1	13	4	7	15
Cc1cccc(C)c1NC(=S)N=Nc1c(O)n(C)c2ccc(S(=O)(=O)N3CCOCC3)cc12	22	3	7	0	4	-8	21	64*	24
Cc1cc(C)c(S(=O)(=O)N2CCN(S(=O)(=O)N3CCOCC3)CC2)c(C)c1	-0.8	2	9	-3	1	0	15	32	-7
Cc1nc(SCc2cccc(F)c2)c2oc3ccccc3c2n1	1.0	7	0	2	0	-10	17	22	11
CCCn1nc(C(=O)NCc2ccc3c(c2)OCO3)c2ccccc2c1=O	-0.8	-1	0	1	8	7	20	3	2
O=C(Nc1cnccn1)Nc1ccccc1F	5.0	4	-2	-2	1	7	-9	3	-11
Cc1ccc(-c2nc3sc4c(c3c(=O)n2N)CCCC4)cc1	1.4	12	-188	1	-8	-192	12	-314	-79
O=C(O)CSc1c(-c2ccccc2)c2cc(Cl)ccc2[nH]c1=O	-1.8	2	-7	-4	-4	2	10	-4	-20
O=C(Nc1ccccc1)c1cc2ccccc2[nH]1	2.7	-3	-89	4	-11	-107	-3	-96	-31
CCCCn1c(N)c(N(CCOC)C(=O)CSCc2ccc(C)cc2)c(=O)[nH]c1=O	-0.2	1	13	-4	-7	14	4	17	-5
COc1ccccc1CCc1nnc(CCC(=O)N(C)Cc2cccc3ncccc23)o1	0.1	1	12	0	2	-21	-9	-2	1
O=C1C2CC=CCC2C(=O)N1c1nccs1 (stereo unspecified)	x	2	x	x	1	x	13	x	3
CCCOc1ccccc1C(=O)N(Cc1ccco1)C1CCS(=O)(=O)C1 (stereo unspecified)	-0.3	-8	-7	-1	-2	21	2	-6	4
COc1ccc(C2C(C(=O)NCc3ccccn3)c3cc(OC)c(OC)cc3C(=O)N2C)cc1 (stereo unspecified)	0.7	-9	3	1	1	-21	4	-43	8
CCCn1c(N/N=C(C)\C=C\c2ccccc2)nc2c1c(=O)[nH]c(=O)n2C	0.5	x	-8	1	x	13	x	32	x
O=C(NCc1ccccc1)C1=C[C@@H](C2CC2)C[C@@H](OCc2ccc(CO)cc2)O1	0.4	-5	16	-3	7	11	7	-3	30
CCOC(=O)c1c(S(=O)(=O)NCCCc2ccco2)c(C)n(C)c1C	-0.8	4	7	0	-6	6	11	4	5

Quoted from the entries so far for reference:
SMILES	UPR CHOP act	EBI2 block	Jurkat NFkB inh	XBP1 UPR activ	CXCR6 block	697 NFkB inh	CCR6 antagonist	Mdm2-MdmX inh	Gli-Sufu block
COc1ccc(C(=O)Nc2nc(N)n(-c3ccccc3)n2)cc1OC	1.3	2	14	-3	7	17	-3	9	2
COC(=O)C1(CCSC)NC(c2ccc(O)cc2)C2C(=O)N(c3ccc(F)cc3)C(=O)C21 (stereo unspecified)	2.4	-18	-13	-4	3	0	1	23	4
COc1ccc(-c2nnc(SC)nc2-c2ccc(OC)c([N+](=O)[O-])c2)cc1[N+](=O)[O-]	-1.9	9	-3	1	18	-8	20	9	-15
CC(C)CC(CC(C)C)=NNC(=O)c1ccc2c(c1)OCO2	0.1	-3	7	-2	-3	22	-5	4	12

(cont.)
SMILES	UPR CHOP act	EBI2 block	Jurkat NFkB inh	XBP1 UPR activ	CXCR6 block	697 NFkB inh	CCR6 antagonist	Mdm2-MdmX inh	Gli-Sufu block
O=C(CSc1ccccn1)Nc1cccc(S(=O)(=O)N2CCCC2)c1	0.6	-24	-22	0	-11	3	15	-19	-8
COc1ccc(/C=C/C(=O)O)cc1S(=O)(=O)N1CCc2ccccc21	1.5	-2	7	-3	2	13	2	0	-14
O=C(Nc1cccc(C(=O)N2CCCCC2)c1)c1ccc(Cl)cc1	3.4	7	5	-1	-6	-9	11	7	-5
COc1cccc(/C=C(\C#N)c2nc3ccc(C)cc3[nH]2)c1OCC(=O)O	0.6	-3	-5	-2	0	-14	7	6	-8
COc1cccc2cc(-c3ccnc(=S)[nH]3)oc12	1.1	x	-41	2	x	3	x	-20	x
O=C(NNc1cccc(Cl)n1)Nc1ccccc1	-1.5	-15	-9	2	2	-13	13	-33	3
Cc1ccc2c(c1)[C@@H]1[C@H](CO2)[C@H](c2ccccc2)[C@]2(C)C(=O)N[C@H](C)C(=O)N12	0.9	-9	-7	3	-1	4	-1	-28	-1
COc1ccc(C)cc1NC(=O)Cc1c(C(=O)O)n(C)c2ccccc12	-2.4	-10	1	-4	-3	19	-4	17	7
COc1ccc(NC(=O)CSc2nnc(-c3ccccc3C)n2N)cc1	-2.4	-1	-14	1	1	-12	1	16	-3
CCOC(CNC(=O)c1cccn2c(=O)c3cc(Cl)ccc3nc12)OCC	-0.7	12	-8	1	-3	9	9	20	11
CCc1nc(SCC(=O)NCC2CCCO2)c2oc3ccccc3c2n1 (stereo unspecified)	-0.4	-4	1	4	1	2	14	30	-2
CCOC(=O)c1cc(-c2cc3ccccc3o2)nc2c1c(=O)[nH]c(=O)n2CCOC	0.4	38	-15	-2	-4	-3	0	22	7
CN(CC(=O)Nc1cccc(F)c1)C(=O)/C=C/c1cc(Br)ccc1OC(F)F	2.2	12	-3	-1	3	-3	5	21	8
O=C(Oc1cccc2cccnc12)c1cccc(N2C(=O)C3C4CCC(C4)C3C2=O)c1 (stereo unspecified)	2.2	x	4	0	x	8	18	9	-6
COc1ccc(NC(=O)CC2SC(N)=NC2=O)c([N+](=O)[O-])c1 (stereo unspecified)	0.1	-15	10	3	1	10	-8	12	0
COc1ccc2c(c1)CC/C(=C/c1ccncc1)C2=O	2.9	-26	15	2	-4	0	14	8	11
O=C(COC(=O)c1ccc(Br)o1)NCC(=O)Nc1ccc(F)cc1	-0.4	-7	-8	-1	-15	8	3	-1	-4
COc1cccc(N(C(=O)c2ccco2)C(C(=O)NC2CCCC2)c2ccc(N3CCOCC3)cc2)c1 (stereo unspecified)	-2.0	2	-23	-6	0	-11	12	-4	-11
COC1Cc2ccccc2N(C(=O)N2CCN(CCO)CC2)c2ccccc21 (stereo unspecified)	-1.1	-17	4	-2	-16	15	-1	-5	-26
CCc1nc(SCC(=O)NCc2ccc(F)cc2)c2c(=O)n(C)c(=O)n(C)c2n1	-0.1	-12	4	-4	9	-21	5	-27	-2
CCOc1ccc(S(=O)(=O)N(CC)CC(=O)NCc2ccncc2)cc1	-0.4	-13	-9	-5	8	-7	6	-25	7
c1ccc(-n2nnnc2Cc2nnnn2-c2ccccc2)cc1	-1.6	0	-11	3	3	-5	9	20	-2
COc1ccc2c(c1)c(C(=O)N/N=C/c1cn(C)c3ccccc13)c(C)n2C	1.2	4	13	-2	-3	14	9	17	-3
Cc1ccnc2nc(C(=O)NC3=NCCS3)nn12	-3.5	6	-14	1	5	-10	1	-9	-10
CC1(C)CC(=O)C(C(=O)/C=C/c2ccco2)C(=O)C1	0.1	-1	-1	-6	2	3	8	-2	1
O=C1N=C(N2CCCC2)S/C1=C\c1cn[nH]c1-c1ccccc1	3.2	x	4	0	x	-4	x	22	x
Cc1cc(C)n(-c2nnc(C)c(=O)[nH]2)n1	-0.4	-5	-5	2	5	9	-2	9	-1
C[C@H](CO)N1C[C@H](C)[C@@H](CN(C)S(=O)(=O)c2ccccc2)Oc2c(cccc2N(C)C)C1=O	-0.2	3	-1	-3	0	8	1	-5	23
O=C(O)CC1(CC(=O)NCc2csc(-c3cccs3)n2)CCCCC1	-0.3	2	-16	-1	2	-12	7	10	7
CC1=CC(C)(C)N2C(=O)C3(C(C#N)=C(N)Oc4cc(C)oc(=O)c43)c3cccc1c32 (stereo unspecified)	-1.5	-6	-13	-1	11	6	-6	23	0
COc1ccc(Oc2nc(Oc3ccc(OC)cc3)nc(Oc3ccc(OC)cc3)n2)cc1	0.1	4	6	1	-5	22	7	17	-1
CCN(Cc1ccccc1)C(=O)COC(=O)c1c(C)nsc1NC	2.5	20	1	-1	-6	18	14	-1	8
NC(=O)c1cc([N+](=O)[O-])ccc1NCc1cccnc1	-3.2	-3	4	-1	-2	-4	2	-1	-2
CC(C)Cn1c(=O)c2ccccc2n2c(CCC(=O)NCC3CCCO3)nnc12 (stereo unspecified)	0.1	-2	14	1	4	10	5	-1	18
CCOC(=O)N1CCN(c2c(N3CCN(c4cccc(C)c4C)CC3)c(=O)c2=O)CC1	x	-1	x	x	-2	x	4	x	8
COc1cc(/C=C(\C#N)C(=O)Nc2ccc3c(c2)OCCO3)ccc1O	7.7	-2	-12	2	16	14	23	-13	-37
C/C(=N\NC(=O)c1nnn(-c2nonc2N)c1-c1ccc2c(c1)OCO2)c1ccc(F)cc1	-1.1	-9	-9	-3	3	-8	9	3	-6
O=c1cc(-c2c(F)c(F)c(F)c(F)c2F)oc2c(F)c(F)c(F)c(F)c12	-9.5	x	15	-5	x	-23	x	100*	x
COc1cccc(NC(=O)c2cccc(OC)c2OC)c1	6.2	4	-57	1	11	-78	14	-63	-62
COc1ccc(CN2C(=O)c3cccnc3C2Nc2cc(Cl)ccc2OC)cc1 (stereo unspecified)	1.3	14	-12	-2	8	7	-18	-12	5
CCN(CC)S(=O)(=O)c1cccc(C(=O)OCC(=O)Nc2ccc3c(c2)c2ccccc2n3CC)c1	0.8	-17	-2	-2	-1	-7	13	22	1
CCNC(=O)N1CCN(CCCC(c2ccc(F)cc2)c2ccc(F)cc2)CC1	-2.2	-4	8	-9	-1	18	6	16	15
